TRPM1 prom inh: inhibitors of MITF-dependent TRPM1 promoter reporter, primary screen, cell-based, SK-MEL-5, single point, luciferase. 330,000 compounds, 0.83% hits. inhibition, % at 12.5 µM. SK-MEL-5 TRPM1 promoter luciferase, 24 h;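 active = mean inhibition across replicates of 60% or more, whatever share of single replicates reaches that level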; also: values of inactives mirror those of a sister screen read the other way
Peg3 prom inh: Peg3 promoter-driven luciferase inhibitors, primary screen, cell-based, HeLa, luciferase luminescence; HeLa PEG-Prom luciferase reporter, overnight; inhibition, % at 20 µM; 360,000 compounds, 1.7% hits;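 active = inhibition of at least 50% at 20 µM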
m5-HT2A agonist: mouse Htr2a agonists via beta-arrestin recruitment, primary screen, cell-based, luminescence; CHO-K1 mHTR2A beta-arrestin complementation; percent of 30 µM serotonin response; 360,000 compounds, 0.66% hits; activation, % at 7.6 µM; AID 624169, 2012; 5-hydroxytryptamine receptor 2A (Mus musculus), P35363;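 active = activation above a run cutoff, the mean activation of all tested compounds plus 3 SD, cut at about 14% in these data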;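 also: 0% = plate median of compound wells and 100% = 30 µM serotonin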
Target sequence (P35363 whole entry, looked up): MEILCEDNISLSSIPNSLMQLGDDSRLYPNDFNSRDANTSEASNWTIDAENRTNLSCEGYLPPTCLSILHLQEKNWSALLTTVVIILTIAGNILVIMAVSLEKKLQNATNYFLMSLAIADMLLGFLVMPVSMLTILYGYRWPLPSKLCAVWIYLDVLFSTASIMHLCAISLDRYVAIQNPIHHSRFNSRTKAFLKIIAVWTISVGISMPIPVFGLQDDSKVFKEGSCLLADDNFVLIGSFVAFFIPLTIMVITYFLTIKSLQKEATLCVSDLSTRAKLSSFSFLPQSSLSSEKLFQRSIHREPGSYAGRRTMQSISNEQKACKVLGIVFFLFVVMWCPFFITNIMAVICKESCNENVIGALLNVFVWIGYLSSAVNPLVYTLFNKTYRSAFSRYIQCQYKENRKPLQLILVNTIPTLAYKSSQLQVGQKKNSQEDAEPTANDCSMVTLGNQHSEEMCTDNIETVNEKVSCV
CaV13 ICDI inh: Primary screen for inhibitors of IQ motif and Ca2+-dependent inactivation inhibitor domain binding in CACNA1D, Förster resonance energy transfer in living cells, …; 340,000 compounds, 0.098% hits; HEK cells, CFP/YFP FRET ICDI-IQ, plate reader, 10 min; percent FRET-ratio fall versus neutral wells; inhibition, % at 12.3 µM;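 active = mean replicate inhibition of at least 30% and at least 1% of replicates passing that level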;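 also: 0% = median of the neutral control wells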
NR2E3 ag-1: inhibitors of NR2E3-RetCOR corepressor binding, primary screen, NR2E3 agonist project, biochemical, TR-FRET, GST-NR2E3, biotin-RetCOR; AID 2300, 2010; Photoreceptor-specific nuclear receptor (Homo sapiens), Q9Y5X4; 320,000 compounds, 0.12% hits; 1536-well; inhibition of corepressor binding, % at 4.78 µM;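 active = percent inhibition above the cutoff of mean plus 3 SD of all tested compounds, set per screening campaign, cut at about 20% in these data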;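 also: 0% = DMSO wells and 100% = biotin wells as full block of FRET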
Target sequence (Q9Y5X4 whole entry, looked up): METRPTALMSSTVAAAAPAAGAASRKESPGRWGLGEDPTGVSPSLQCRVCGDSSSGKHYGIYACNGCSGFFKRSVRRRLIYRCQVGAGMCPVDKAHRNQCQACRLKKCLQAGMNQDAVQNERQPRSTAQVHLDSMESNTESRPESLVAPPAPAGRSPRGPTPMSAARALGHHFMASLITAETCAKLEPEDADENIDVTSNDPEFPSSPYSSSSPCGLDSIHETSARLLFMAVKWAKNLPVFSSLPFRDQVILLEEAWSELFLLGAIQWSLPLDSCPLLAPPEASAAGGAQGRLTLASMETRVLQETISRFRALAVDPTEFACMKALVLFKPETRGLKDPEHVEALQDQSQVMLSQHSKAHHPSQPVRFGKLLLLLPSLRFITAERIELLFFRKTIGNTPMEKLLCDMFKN
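Material: NR2E3–RetCOR corepressor complex / Incubation: Compound–protein incubation for 5 h at 4 °C / Dosing: compound at 4.8 µM, single dose / Detection: time-resolved FRET / Benchmarks: high control biotin, low control 0.6% DMSO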
hiPSC survival: enhancers of single-cell hiPSC survival, primary screen, ATPlite luminescence. 360,000 compounds, 0.044% hits. AID 602274, 2012. survival enhancement, % at 20 µM. 100% = ROCK inhibitor wells, 0% = DMSO; in the data active = survival enhancement above about 18%;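 also: cells exposed to compounds for 16 hours before the ATP read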
PDI inh: inhibitors of human PDI, primary screen, biochemical, turbidity, single point, plate reader. Protein disulfide-isomerase (Homo sapiens), P07237. PDI insulin aggregation turbidity, A650, 90 min. inhibition, % at 10 µM. 350,000 compounds, 0.052% hits;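 active = mean inhibition across replicates of 30% or more, whatever share of single replicates reach that level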;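 also: absorbance from insulin aggregation driven by PDI reduction with DTT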
HIF-2a inh: HIF-2a reporter inhibitors, primary screen, luminescence, 786-0 RCC cells. 786-0 RCC cells HIF-2a reporter, luciferase luminescence, overnight. inhibition, % at 18.8 µM. 360,000 compounds, 0.72% hits. AID 624352, 2012;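 active = inhibition of the luminescence signal of 40% or more relative to plate controls, in a single-dose primary screen at 18.75 µM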
Shn3 inh set2: reduction of Shn3 3'UTR firefly luciferase signal, primary screen, Schnurri-3 inhibitor project, cell-based, Clone20 osteoblasts, set 2; Clone20 osteoblast Shn3 3'UTR firefly luciferase, 24 h; 360,000 compounds, 0.52% hits; AID 588674, 2011; inhibition, % at 12.5 µM;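 active = mean inhibition of at least 75% with every replicate also reaching 75%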;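 also: 0% = median of neutral control wells and 100% = pilot-screen positive control compound; some compounds past the cut are filed as inactive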
NR2E3 ag-2: NR2E3 agonists in two-hybrid cells, primary screen, cell-based, luminescence, CHO-S, Gal4-NCOR/VP16-NR2E3. Photoreceptor-specific nuclear receptor (Homo sapiens), Q9Y5X4. luciferase. inhibition of corepressor binding, % at 3.98 µM. 360,000 compounds, 0.35% hits. AID 602229, 2012;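 active = inhibition above the mean of all tested compounds plus 3 SD, cut at about 70% in these data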;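 also: 0% = DMSO with NR2E3 transfected cells and 100% = cells lacking NR2E3 construct; higher means lower luciferase signal from less NR2E3 corepressor binding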
Cardio protect: cardioprotection against H2O2-induced cell death, primary screen, uHTS, H9c2 cells, ATPLite luminescence; 360,000 compounds, 0.63% hits; AID 588492, 2011; H9c2 cardiomyocytes, H2O2 injury protection, 2 h; protection from H2O2 cell death, % at 20 µM;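 active = compounds giving at least 50% protection of heart cells from peroxide-induced death in the single-dose screen, raw or plate-pattern-corrected value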;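 also: 0% = DMSO wells with peroxide and 100% = DMSO wells without peroxide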
Active calls of the source: *; / = no result given. An unsorted share of the library; 3.9% or so of the library scored in one or more.

Start of the listing, in advance, two compounds:
Fields – Shn3 inh set2, Peg3 prom inh, TRPM1 prom inh, CaV13 ICDI inh, PDI inh, HIF-2a inh, m5-HT2A agonist, NR2E3 ag-1, hiPSC survival, NR2E3 ag-2, Cardio protect
Cc1cc(C)c2[nH]c(=O)c(CN(CC3CCCO3)C(=S)NCc3ccco3)cc2c1 (configuration not stated)
→ 7, 14, 11, -3, 0, 31, -1, 3, -0.8, 2, 0
Cc1ccc(S(=O)(=O)NCCc2ccccc2)cc1
→ -7, -18, 8, -5, 3, -40, 0, 0, -0.2, 4, -13

The whole of this part (from the top)
Fields – Shn3 inh set2, Peg3 prom inh, TRPM1 prom inh, CaV13 ICDI inh, PDI inh, HIF-2a inh, m5-HT2A agonist, NR2E3 ag-1, hiPSC survival, NR2E3 ag-2, Cardio protect
Cc1cc(C)c2[nH]c(=O)c(CN(CC3CCCO3)C(=S)NCc3ccco3)cc2c1 (configuration not stated)
→ 7, 14, 11, -3, 0, 31, -1, 3, -0.8, 2, 0
Cc1ccc(S(=O)(=O)NCCc2ccccc2)cc1
→ -7, -18, 8, -5, 3, -40, 0, 0, -0.2, 4, -13
CC(=O)Nc1nonc1NC(=O)CSc1ccccn1
→ 7, 7, 14, -6, 11, 15, 4, 3, -0.3, -4, 2
COc1ccc(CN2CCC2(C)C(=O)Nc2cccc(NS(C)(=O)=O)c2)c2ccccc12 (configuration not stated)
→ 15, 17, /, -8, -2, 8, 10, /, 0.6, -1, -5
COc1ccc(OC)c(CN2C(=O)CCC2(C)c2nnnn2-c2c(C)cccc2C)c1 (configuration not stated)
→ /, /, /, -9, /, 5, 2, /, 0.1, -15, /
O=C(O)c1ccc(NC(=O)C(c2ccccc2)c2ccccc2)cc1
→ 8, 5, -9, -5, -1, 13, -1, 1, -0.4, 8, 5
CN(C)CCNC(=O)c1onc(CSc2ccc(F)c(F)c2)c1C(=O)NCCN(C)C
→ 9, 1, -25, 13, -3, -3, -3, 0, -4.2, 21, 10
O=S(=O)(NCc1ccccn1)c1cc(Cl)ccc1Cl
→ -1, 1, -9, -5, 0, 8, 1, 3, 0.9, 9, 1
CCN(CC)C(=O)CSc1nnc(-c2cccc(OC)c2)o1
→ -14, -100, -27, -5, 6, -68, -2, -2, 0.7, -14, -2
COC(=O)C1=NN(N=O)C2(CC(=O)N(c3cc(C)cc(C)c3)C2=O)C1 (configuration not stated)
→ -14, 19, -12, /, 3, 19, 1, 2, -1.5, -36, -2
COc1ccc(-c2nc3ncccn3c2Nc2ccc3c(c2)OCCO3)cc1
→ 9, -72, 4, -2, 9, -129, 6, /, -2.5, -48, 14
O=[N+]([O-])c1cc(-c2nnc(-c3ccccc3)o2)ccc1Oc1ccc(Cl)cc1
→ -13, -27, 5, -5, 17, -130, 6, 2, -2.5, -90, -12
Cc1ccc(S(=O)(=O)/N=C2\CN(C)C(=O)N2C)cc1
→ 23, -2, -3, -2, 5, 11, 2, 1, -0.1, 14, 4
O=C(Cn1nc(-c2ccccc2)c2ccccc2c1=O)Nc1ccc(F)cc1
→ 11, 6, 11, 20, 4, 13, -5, -3, -0.1, -7, 1
O=C(NCCOc1ccccc1)C(=O)NCC1CCCO1 (configuration not stated)
→ -7, -22, -7, -2, -2, -27, 4, -1, -0.1, -7, -7
OCc1ncccc1O
→ -1, -1, 1, -19, -2, 15, -4, 1, 0.2, -33, -3
CCOC(=O)c1cc(CC)sc1NC(=O)CC1SC(N)=NC1=O (configuration not stated)
→ 11, -2, -12, -4, -10, 17, 0, -2, -0.1, 0, 14
Cc1ccc(NC(=O)CCC(=O)OCc2ccc(Br)cc2)cc1
→ -14, 13, -4, -4, -2, 22, -4, 3, 0.0, -11, 0
COc1ccc(-c2[nH]ncc2CNCc2cc(C)n(C)n2)c(F)c1
→ 14, 13, -5, -4, 3, 12, 0, 1, 1.1, 14, -1
CC(c1ccccc1)n1cc(C(=O)NCc2cccnc2)nn1 (configuration not stated)
→ 10, -3, -1, -4, 1, 4, 0, -2, -2.6, -11, 10
COc1ccc(NC(=O)NCc2ccc(Cl)cc2)cc1
→ 13, -15, -12, -3, -6, -11, 9, /, -0.5, -17, -2
Cc1ccc(C)c(S(=O)(=O)N2CCCC2CNC(=O)C(=O)NCCN2CCOCC2)c1 (configuration not stated)
→ -10, 9, -3, -5, 9, 12, 2, -1, -0.5, 8, 1
O=C(c1cc2nc(-c3ccco3)cc(C(F)(F)F)n2n1)N1CCN(c2ccccc2)CC1
→ 0, 12, -8, -8, -2, 17, 1, -1, 0.0, -7, 8
N#Cc1ccsc1NC(=O)COC(=O)C1=NNC(=O)CC1
→ 5, -63, 4, -15, 2, -80, -5, 6, -0.5, -24, -1
Cc1cc(C)cc(N2C(=O)C3C4C=CC(C4)C3C2=O)c1 (configuration not stated)
→ 1, 26, 4, /, -1, 6, -4, 0, -0.5, -19, 5
Clc1ccc(OCCCCN2CCc3ccccc3C2)cc1
→ 0, 12, 19, -3, -17, 13, -1, -3, -0.6, 14, -1
CC1Cc2ccccc2N1C(=O)CCn1cccn1 (configuration not stated)
→ 19, -7, 13, -5, -6, 11, 0, 1, 1.1, -9, 4
Nc1c(C(=O)N2CCOCC2)oc2ccccc12
→ -25, -19, -5, -5, 2, 8, -7, 0, -0.6, -14, 0
CCOC(=O)c1c(NC(=O)COC(=O)c2ccc(Cl)nc2)sc(C)c1C
→ -20, -7, /, -12, -80, -6, 1, /, -1.6, 10, -4
CCOC(=O)N1CCN(S(=O)(=O)c2ccc(-n3cnnn3)cc2)CC1
→ 3, 0, -6, -3, -3, 11, -2, -1, -0.1, -11, 3
CCOc1cc2c3c(c1)C(C)=CC(C)(C)N3C(=O)C2=O
→ -24, 17, 15, 3, 4, 14, 2, -1, -0.4, -13, 1
CCCCNC1=CC(=O)C(NCCCC)=CC1=O
→ -12, -38, 5, -6, 6, -48, 2, /, -1.7, 15, 4
COc1cccc(/C=C2/SC(=S)N(CC(=O)NC3C=CS(=O)(=O)C3)C2=O)c1 (configuration not stated)
→ 6, 18, 5, -14, 14, 0, 4, -1, 0.1, -4, -2
CCN1CCN(c2nc3c(c(=O)[nH]c(=O)n3C)n2Cc2ccccc2F)CC1
→ -6, -2, -2, -5, -3, 12, 4, 0, -0.5, -22, 2
CCCC(=O)N1CCC1(C)C(=O)Nc1ccc(OC)c(OC)c1 (configuration not stated)
→ -5, -10, /, -6, 2, 4, -5, /, 0.5, -30, 2
O=C(c1ccc(NS(=O)(=O)c2ccc3[nH]c(=O)[nH]c3c2)cc1)N1CCCC(C(F)(F)F)C1 (configuration not stated)
→ 1, -8, -5, -5, 3, 3, -8, -1, -0.4, -6, -5
CCSc1ccccc1C(=O)Nc1ccc([N+](=O)[O-])cc1OC
→ -11, -25, 8, -4, -2, -43, -2, 2, -1.7, -24, 1
O=C(Nc1ccn(Cc2ccccc2F)n1)c1ccc(COc2ccc(Cl)cc2Cl)o1
→ 15, -13, 8, /, -8, -40, 3, -1, 4.0, -74, -16
Cc1ccc(S(=O)(=O)N2CCC(C(=O)Nc3nnc(-c4ccco4)s3)CC2)cc1
→ -35, 1, 4, -7, -1, 11, 3, 0, -1.0, -17, -2
COc1ccccc1CN(C)C(C)C(=O)Nc1cccc(C(C)=O)c1 (configuration not stated)
→ 5, 22, 1, 3, -2, 11, 2, 0, -0.6, 2, 3
C=CCN1C(=O)c2ccc(C(=O)N(C)CC(=O)Nc3ccc(Br)cc3C)cc2C1=O
→ 2, -2, 0, -5, -36, 11, -4, 1, -0.1, -27, 1
COc1ccc(C(C)=O)cc1CC(=O)Nc1cccc(S(=O)(=O)N2CCOCC2)c1
→ 0, 0, 7, -18, -7, 13, 12, 5, 0.5, 5, 20
Cc1ccc(NC(=O)c2ccc3c(c2)OCCO3)cc1C
→ 0, -10, 7, -5, 0, 18, -16, 3, -0.6, -71, -19
O=c1c2ccccc2c(C=NCCO)c(O)n1-c1ccccc1
→ -12, 13, 8, /, -3, 3, -1, -2, -0.1, -14, 7
CCOc1ccc(S(=O)(=O)Nc2cccc(C(=O)NCC3CCCO3)c2)cc1 (configuration not stated)
→ 21, 14, 13, -15, -4, 10, 0, 0, -0.4, 30, -14
Cc1ccc(-c2ccnc3c(Cl)c(C)nn23)cc1
→ 4, 3, 14, -13, 8, -23, -9, -2, -0.3, 2, 3
Cc1ccc(S(=O)(=O)NCCC(=O)N2CC(C)OC(C)C2)cc1 (configuration not stated)
→ -1, 8, 0, -4, -5, 8, -3, 2, -0.4, 14, -2
CN(CC(=O)Nc1cccc(F)c1)CC(=O)Nc1cccc2ccccc12
→ -8, 24, -4, -6, -3, -1, -9, /, 0.1, 0, -1
COc1ccc(C2(C(=O)NC(C)C)CCCC2)cc1OC
→ 10, 9, 5, -4, -4, 21, 0, -1, -1.3, 6, -2
NC(=S)N/N=C/c1ccccc1OCCSc1ccc(Cl)cc1
→ 8, 7, -7, -3, 9, -21, 0, -2, -3.0, 19, -12
O=C(NN1CCOCC1)c1ccc(F)cc1
→ 5, 10, 0, -2, 2, 11, -1, 1, -0.4, -14, 6

Compound activity (PubChem)
